# GLP-1R inv ag: inverse agonists of human GLP-1 receptor; HEK293 GLP-1R CRE-luciferase, luminescence, 24 h; GLP-1R form is constitutively active; Potency, µM (series often up to 38.3 µM), inactives show top-dose activity change, negative = inhibition, actives largely listed as inhibitors; 1.6% of 410,000 active; AID 624417; also: % is scaled to controls: 0 for no effect and ±100 for the full control effect; nearly all actives have a fitted effect of over 55% in size
# Target sequence (P43220 whole entry, looked up): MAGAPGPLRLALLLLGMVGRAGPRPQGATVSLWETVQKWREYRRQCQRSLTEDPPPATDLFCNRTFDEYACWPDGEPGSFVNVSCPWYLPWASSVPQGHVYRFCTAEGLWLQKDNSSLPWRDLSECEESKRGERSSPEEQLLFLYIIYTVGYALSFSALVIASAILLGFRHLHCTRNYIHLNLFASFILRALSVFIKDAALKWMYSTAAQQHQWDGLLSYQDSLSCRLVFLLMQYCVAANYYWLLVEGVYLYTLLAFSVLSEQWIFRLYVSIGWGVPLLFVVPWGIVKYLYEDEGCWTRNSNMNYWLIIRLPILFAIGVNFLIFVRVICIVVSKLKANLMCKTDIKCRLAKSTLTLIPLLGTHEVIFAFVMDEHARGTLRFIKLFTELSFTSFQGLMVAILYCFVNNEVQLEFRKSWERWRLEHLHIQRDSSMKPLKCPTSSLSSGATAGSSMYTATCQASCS
#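 Seeding at 200 cells/uL, 12 h culture, 24 hr compound treatment, then luciferase reagent and a luminescence read; cells are HEK293 stably expressing a constitutively active GLP-1R plus cAMP-responsive luciferase.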
# HEK293 tox: cytotoxicity in counter-screen for GLP-1R inverse agonists | AID 624418 | HEK293 cAMP-luciferase reporter cells, luminescence, 24 h | Potency, µM (series often up to 38.3 µM), for the others: top-dose activity change, negative = inhibition, actives largely listed as inhibitors | 0.13% of 410,000 active;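 also: loss of luciferase light is scored as toxicity; % is scaled to controls: 0 for no effect and ±100 for the full control effect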
#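 A 23 nL compound transfer followed 12 hours of cell culture at 37 deg C; exposure then lasted 24 hr. Luciferase assay detection reagent was dispensed and plates read for luminescence after a 12 min room-temperature wait.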
# PTHR1 ag: PTHR1 (human) receptor agonism; Q03431; HEK293 GP2 PTHR1 cells, GloSensor cAMP luminescence, 1 h; Potency, µM (top dose mostly 115 µM), for inactives: at the highest dose activation, actives largely listed as activators; 0.075% of 410,000 active; also: nearly all actives have a fitted effect of over 55% in size; some results filed as inactive show a strong effect at the top dose; inactives centre near -15; many of its hits are not listed in these tables
# Target sequence (Q03431 whole entry, looked up): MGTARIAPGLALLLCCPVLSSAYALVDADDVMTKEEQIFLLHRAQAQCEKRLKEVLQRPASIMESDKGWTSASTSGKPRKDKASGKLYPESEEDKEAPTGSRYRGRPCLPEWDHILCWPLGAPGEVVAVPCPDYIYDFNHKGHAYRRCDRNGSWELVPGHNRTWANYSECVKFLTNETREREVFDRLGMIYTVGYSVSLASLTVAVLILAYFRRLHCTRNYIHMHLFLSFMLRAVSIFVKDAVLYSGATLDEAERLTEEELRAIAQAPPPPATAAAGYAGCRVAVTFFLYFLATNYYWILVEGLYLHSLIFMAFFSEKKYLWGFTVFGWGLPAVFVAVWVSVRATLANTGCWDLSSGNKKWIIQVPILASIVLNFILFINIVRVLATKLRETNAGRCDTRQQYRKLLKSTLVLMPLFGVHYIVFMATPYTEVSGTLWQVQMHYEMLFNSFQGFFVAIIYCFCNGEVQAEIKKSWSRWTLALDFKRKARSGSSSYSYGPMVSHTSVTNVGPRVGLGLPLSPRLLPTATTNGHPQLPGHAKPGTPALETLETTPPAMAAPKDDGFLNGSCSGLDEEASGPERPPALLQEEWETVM
#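 HEK-293-derived GP2 cells expressing PTHR1 and a GloSensor cAMP reporter, 3,000/well, plated overnight, given luciferin plus IBMX (each 0.5 mM as added) for 1 h at 37 °C, then compound for 1 h at 37 °C. Luminescence was read after 15 min at room temperature.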
# Starred values were filed as active, the others as inactive; i = inactive; ? = inconclusive; · = no result given; [ ] = dose if it differs, or a comment. Calls follow the shape of the dose curve; as a rule, active = well fitted curve in the direction sought with a large enough effect; inconclusive = small, poorly fitted or top-dose-only effect, or another doubt; inactive = no such curve, though single readings can be large; an effect the other way counts as inactive or inconclusive. Potency is read from the fitted curve at half-maximal effect.
structure: COc1ccccc1NC(=O)Cn1c(=O)n(Cc2ccc3c(c2)OCO3)c(=O)c2oc3ccccc3c21
- GLP-1R inv ag = -4%
- HEK293 tox = -1%
- PTHR1 ag = 17%

structure: COC(=O)c1cc2sc(Cl)cc2n1Cc1c(C)cc(C)cc1C
- GLP-1R inv ag = 3%
- HEK293 tox = 3%
- PTHR1 ag = i

structure: CCc1ccccc1NC(=O)CN1C(=O)COc2ccc(S(=O)(=O)N3CCCCCC3)cc21
- GLP-1R inv ag = 1%
- HEK293 tox = 8%
- PTHR1 ag = -27%

structure: CSc1ccc(CCNC(=O)c2cc(C)nc3c2c(C)nn3-c2ccccc2)cc1
- GLP-1R inv ag = -10%
- HEK293 tox = 7%
- PTHR1 ag = -7%

structure: COc1ccc(NC(=O)CC2NCCNC2=O)c(OC)c1 (centres undefined)
- GLP-1R inv ag = 1%
- HEK293 tox = 8%
- PTHR1 ag = i

structure: CC(=O)Nc1ccc(S(=O)(=O)NCc2cccn2Cc2cccc(C)c2)cc1
- GLP-1R inv ag = ?
- HEK293 tox = -9%
- PTHR1 ag = -51%

structure: COc1cccc(CNC(=O)Cn2cc3c(n2)-c2c(oc(C(=O)N4CCOCC4)c2C)CC3)c1
- GLP-1R inv ag = 10%
- HEK293 tox = 2%
- PTHR1 ag = i

structure: CCn1c(C(=O)N2CCCC(C(=O)NCCCOC)C2)cc2sccc21 (centres undefined)
- GLP-1R inv ag = 13%
- HEK293 tox = 15%
- PTHR1 ag = -27%

structure: CCCN(CCC)C(=O)Cn1c(=O)n(-c2cccc(OC)c2)c(=O)c2c(C)c(C(=O)N(C)C)sc21
- GLP-1R inv ag = 4%
- HEK293 tox = -1%
- PTHR1 ag = i

structure: CCCCCCc1c(C)c2c(cc(C)c3c(C)c(C)oc32)oc1=O
- GLP-1R inv ag = -11%
- HEK293 tox = -11%
- PTHR1 ag = i

structure: Cc1ccc(-n2ncc3c(NCC(C)C)ncnc32)c(C)c1
- GLP-1R inv ag = ?
- HEK293 tox = 0%
- PTHR1 ag = 0%

structure: COc1ccccc1CN1CCC(CNC(=O)c2cnn(-c3ccc(C)c(C)c3)c2C2CCN(C(=O)OC(C)(C)C)CC2)CC1
- GLP-1R inv ag = ?
- HEK293 tox = -27%
- PTHR1 ag = i

structure: N=c1c(C(=O)NCC2CCCO2)cc2c(=O)n3ccccc3nc2n1CCCO (centres undefined)
- GLP-1R inv ag = 9%
- HEK293 tox = ·
- PTHR1 ag = 0%

structure: CC(CNC(=O)c1csc2c1CCCCC2)c1ccccc1 (centres undefined)
- GLP-1R inv ag = ?
- HEK293 tox = 4%
- PTHR1 ag = -23%

structure: CCCc1cc(=O)n2[nH]c(NCc3ccccc3OC)nc2n1
- GLP-1R inv ag = 11%
- HEK293 tox = 2%
- PTHR1 ag = 11%

structure: Cc1ccc(-c2nc3ccc(Cl)cn3c2Nc2ccc3c(c2)OCCO3)o1
- GLP-1R inv ag = 14%
- HEK293 tox = 1%
- PTHR1 ag = i

structure: COc1ccc(-c2nc3scc(CCNS(=O)(=O)c4ccc(NC(C)=O)cc4)n3n2)cc1
- GLP-1R inv ag = 14%
- HEK293 tox = -2%
- PTHR1 ag = -16%

structure: Cc1cccc2c1-c1sc(C(=O)NCc3ccc(Cl)cc3)cc1CO2
- GLP-1R inv ag = 11%
- HEK293 tox = -7%
- PTHR1 ag = 7%

structure: Cc1c(-c2ccc(Cl)cc2)c(=O)oc2c(CN3CCN(C)CC3)c(O)ccc12
- GLP-1R inv ag = -20%
- HEK293 tox = 78%[activator]
- PTHR1 ag = i

structure: COc1ccccc1CNC(=O)CCC1N=C2c3ccccc3N=C(SCc3ccc(C)cc3C)N2C1=O (centres undefined)
- GLP-1R inv ag = ?
- HEK293 tox = -16%
- PTHR1 ag = -11%

# Next part, overlapping the part above by 3 compounds.
structure: Cc1cccc2c1-c1sc(C(=O)NCc3ccc(Cl)cc3)cc1CO2
- GLP-1R inv ag = 11%
- HEK293 tox = -7%
- PTHR1 ag = 7%

structure: Cc1c(-c2ccc(Cl)cc2)c(=O)oc2c(CN3CCN(C)CC3)c(O)ccc12
- GLP-1R inv ag = -20%
- HEK293 tox = 78%[activator]
- PTHR1 ag = i

structure: COc1ccccc1CNC(=O)CCC1N=C2c3ccccc3N=C(SCc3ccc(C)cc3C)N2C1=O (centres undefined)
- GLP-1R inv ag = ?
- HEK293 tox = -16%
- PTHR1 ag = -11%

structure: Cc1nn(C)c2c1c(C(F)(F)F)cc(=O)n2C(C)C(=O)Nc1ccccc1F (centres undefined)
- GLP-1R inv ag = 6%
- HEK293 tox = 10%
- PTHR1 ag = -8%

structure: O=C(NCCC1=CCCCC1)c1ccc2c(c1)N(Cc1ccccc1)C(=O)c1ccccc1S2(=O)=O
- GLP-1R inv ag = ?
- HEK293 tox = -2%
- PTHR1 ag = i

structure: CNC(=O)C1CCC(Cn2c(=O)c3sccc3n(CC(=O)Nc3ccc(C)c(C)c3)c2=O)CC1 (centres undefined)
- GLP-1R inv ag = -3%
- HEK293 tox = 1%
- PTHR1 ag = i

structure: Cc1ccc(-c2nc3c(C)cccn3c2Nc2ccccc2C)s1
- GLP-1R inv ag = ?
- HEK293 tox = -6%
- PTHR1 ag = -10%

structure: CCOc1ccccc1CNC(=O)C1CCN(Cc2cc3ccccc3n2Cc2ccccc2)CC1
- GLP-1R inv ag = ?
- HEK293 tox = 0%
- PTHR1 ag = -7%

structure: COc1ccc(-c2c(C)c3ccc(O)c(CN4CCOCC4)c3oc2=O)cc1OC
- GLP-1R inv ag = 11%
- HEK293 tox = 149%[activator]
- PTHR1 ag = -20%

structure: O=C(CCC1N=C2c3ccccc3N=C(SCC(=O)Nc3ccccc3F)N2C1=O)NCc1ccco1 (centres undefined)
- GLP-1R inv ag = 4%
- HEK293 tox = 8%
- PTHR1 ag = -5%

structure: CNC(=O)c1cnc2sc(N3CCCCCC3)nn2c1=O
- GLP-1R inv ag = 1%
- HEK293 tox = 9%
- PTHR1 ag = i

structure: Cc1cccc(CCNC(=O)c2nc(-c3ccc(Cl)cc3)n3c2CCCCC3)c1
- GLP-1R inv ag = ?
- HEK293 tox = 0%
- PTHR1 ag = i

structure: CCOC(=O)CSc1nc2c(sc3ccccc32)c(=O)n1CCO
- GLP-1R inv ag = 34%[activator]
- HEK293 tox = 32%[activator]
- PTHR1 ag = i

structure: Cc1c(C(=O)OC2CCCCCC2)[nH]c2c1C(=O)CC(c1ccc(Cl)cc1)C2 (centres undefined)
- GLP-1R inv ag = 2%
- HEK293 tox = 3%
- PTHR1 ag = -18%

structure: Cc1ccc(N(C)C(CNS(=O)(=O)c2ccccc2)c2ccccc2)cc1 (centres undefined)
- GLP-1R inv ag = 10µM*
- HEK293 tox = 2%
- PTHR1 ag = -22%

structure: CC(=O)c1ccc(NC(=O)CCc2c(C)nn(-c3ccc(N4CCCCC4)nn3)c2C)cc1
- GLP-1R inv ag = 10%
- HEK293 tox = 8%
- PTHR1 ag = -18%

structure: COc1cc(C(=O)Nc2sc3c(c2C(N)=O)CCC(C)C3)cc(OC)c1OC (centres undefined)
- GLP-1R inv ag = 24%
- HEK293 tox = 7%
- PTHR1 ag = i

structure: COc1ccc(-c2noc(-c3ccc(N4CCN(C)CC4)c([N+](=O)[O-])c3)n2)cc1OC
- GLP-1R inv ag = -9%
- HEK293 tox = 2%
- PTHR1 ag = -14%

structure: COc1cc(NS(=O)(=O)c2ccc3oc(=O)c4ncn(C)c4c3c2)cc(OC)c1
- GLP-1R inv ag = 3%
- HEK293 tox = -3%
- PTHR1 ag = -94%[inhibitor]

structure: COc1ccc(C2=Nn3c(nc4sc(C(=O)Nc5cccc(C)c5)c(C)c4c3=O)SC2)cc1
- GLP-1R inv ag = 20%
- HEK293 tox = 1%
- PTHR1 ag = -28%

structure: COc1ccccc1Cn1c(CNS(=O)(=O)c2ccc(CC(C)C)cc2)nc2cccnc21
- GLP-1R inv ag = ?
- HEK293 tox = 4%
- PTHR1 ag = -71%[inhibitor]

structure: COc1ccccc1NC(=O)N1CCN(Cc2nc3ccc(C)cc3o2)CC1
- GLP-1R inv ag = -14%
- HEK293 tox = 6%
- PTHR1 ag = i

structure: Cn1c(=O)[nH]c(=O)c2c1nc(CN1CCN(c3ccccc3F)CC1)n2Cc1ccc(F)cc1
- GLP-1R inv ag = 8%
- HEK293 tox = -4%
- PTHR1 ag = -46%[inhibitor]

structure: Cc1ccc(CSC2=Nc3ccccc3C3=NC(CCC(=O)NCCc4ccccc4)C(=O)N23)cc1 (centres undefined)
- GLP-1R inv ag = -23%
- HEK293 tox = 0%
- PTHR1 ag = -15%

structure: Cc1ccc(C)c(N2CCN(S(=O)(=O)c3ccc(-c4cnc(C5CC5)o4)cc3)CC2)c1
- GLP-1R inv ag = ?
- HEK293 tox = -19%
- PTHR1 ag = i

structure: COc1cccc(CNC(=O)C2CCN(Cc3cc4ccccc4n3Cc3ccc(C)cc3)CC2)c1
- GLP-1R inv ag = ?
- HEK293 tox = -2%
- PTHR1 ag = i

structure: O=S(=O)(c1ccccc1)n1nc(-c2ccco2)nc1NCc1ccccc1
- GLP-1R inv ag = 7%
- HEK293 tox = 7%
- PTHR1 ag = -25%

structure: Cc1ccc(-c2noc(CSc3nnc(C)n3-c3ccc(C)cc3)n2)cc1
- GLP-1R inv ag = -5%
- HEK293 tox = 0%
- PTHR1 ag = -22%

structure: CCc1ccc(-n2nc(C)c3c(C)cc(=O)n(CC(=O)N(CC)Cc4ccccc4)c32)cc1
- GLP-1R inv ag = 6%
- HEK293 tox = 1%
- PTHR1 ag = i

structure: CCC1CN(C(=O)Nc2ccccc2C(F)(F)F)c2ccccc2S1 (centres undefined)
- GLP-1R inv ag = 12%
- HEK293 tox = 1%
- PTHR1 ag = -3%

structure: CN(C1CCCCC1)S(=O)(=O)c1ccc2c(c1)c(=O)c(C(=O)N1CCN(c3ccccc3F)CC1)cn2C
- GLP-1R inv ag = -4%
- HEK293 tox = 2%
- PTHR1 ag = -11%

structure: CC(C)(C)C(=O)OCc1cc(=O)n2nc(C3CCCCC3)sc2n1
- GLP-1R inv ag = ?
- HEK293 tox = 6%
- PTHR1 ag = -20%

structure: Cc1ccc(C2CC(=O)n3nc(-c4ccc(Cl)cc4)nc3S2)cc1 (centres undefined)
- GLP-1R inv ag = 5%
- HEK293 tox = 0%
- PTHR1 ag = 16%

# One compound at a time, as listed above.
# `Cc1ccc(CSC2=Nc3ccccc3C3=NC(CCC(=O)NCCc4ccccc4)C(=O)N23)cc1` (centres undefined) is listed as GLP-1R inv ag: -23%; HEK293 tox: 0%; PTHR1 ag: -15%
# `Cc1ccc(C)c(N2CCN(S(=O)(=O)c3ccc(-c4cnc(C5CC5)o4)cc3)CC2)c1` is listed as GLP-1R inv ag: ?; HEK293 tox: -19%; PTHR1 ag: i

# Retrieved by structure from the list above, 5 records:
structure: Cc1ccc(-c2noc(CSc3nnc(C)n3-c3ccc(C)cc3)n2)cc1
- GLP-1R inv ag = -5%
- HEK293 tox = 0%
- PTHR1 ag = -22%

structure: CN(C1CCCCC1)S(=O)(=O)c1ccc2c(c1)c(=O)c(C(=O)N1CCN(c3ccccc3F)CC1)cn2C
- GLP-1R inv ag = -4%
- HEK293 tox = 2%
- PTHR1 ag = -11%

structure: Cc1ccc(C)c(N2CCN(S(=O)(=O)c3ccc(-c4cnc(C5CC5)o4)cc3)CC2)c1
- GLP-1R inv ag = ?
- HEK293 tox = -19%
- PTHR1 ag = i

structure: CCC1CN(C(=O)Nc2ccccc2C(F)(F)F)c2ccccc2S1 (centres undefined)
- GLP-1R inv ag = 12%
- HEK293 tox = 1%
- PTHR1 ag = -3%

structure: COc1cccc(CNC(=O)C2CCN(Cc3cc4ccccc4n3Cc3ccc(C)cc3)CC2)c1
- GLP-1R inv ag = ?
- HEK293 tox = -2%
- PTHR1 ag = i

# Some of the entries so far, as tab-separated lines.
canonical_smiles	GLP-1R inv ag	HEK293 tox	PTHR1 ag
CC(C)(C)C(=O)OCc1cc(=O)n2nc(C3CCCCC3)sc2n1	?	6%	-20%
Cc1ccc(C2CC(=O)n3nc(-c4ccc(Cl)cc4)nc3S2)cc1 (centres undefined)	5%	0%	16%

# High-throughput results from PubChem BioAssay.

# Not all compounds are listed. The share of hits here may be higher or lower than overall.
